Bioassay records (PubChem)
CHX counter – affects cycloheximide protein synthesis inhibition readout, counter-screen; cell reporter, cycloheximide protein synthesis inhibition counterscreen; max response, %; 300,000 tested, 12% active; AID 2314; in the data active = max response mostly above about 13%, no sharp cut-off; inactive = mostly below about 14%; also: read at 38.3 µM for the half of the compounds with a filed dose; 0% is about no effect
AmpC inh detg – AmpC beta-lactamase inhibition with detergent present; AmpC hydrolysis of nitrocefin, absorbance 480 nm, 0.01% Triton; Potency, µM (titrated, usually from 114 µM), for the others: top-dose activity change, negative = inhibition, most hits filed as inhibitors; 370,000 tested, 0.041% active; P00811;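 also: potency is read from the fitted curve at half-maximal effect; 0% = no-compound wells and -100% = no-enzyme wells; nearly all actives have a fitted effect of over 25% in size; some results filed as inactive show a strong effect at the top dose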
Target sequence (P00811 whole entry, looked up): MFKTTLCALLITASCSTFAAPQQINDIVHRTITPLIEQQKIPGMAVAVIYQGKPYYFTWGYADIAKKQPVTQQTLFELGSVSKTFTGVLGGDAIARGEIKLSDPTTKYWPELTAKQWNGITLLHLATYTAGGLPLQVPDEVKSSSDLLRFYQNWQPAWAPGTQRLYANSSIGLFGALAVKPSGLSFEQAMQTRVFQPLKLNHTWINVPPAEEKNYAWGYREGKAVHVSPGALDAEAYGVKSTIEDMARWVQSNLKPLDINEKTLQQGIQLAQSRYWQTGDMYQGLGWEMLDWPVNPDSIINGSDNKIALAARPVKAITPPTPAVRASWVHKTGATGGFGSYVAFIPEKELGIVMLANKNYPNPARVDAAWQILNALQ
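20 mM phosphate pH 7.0 + 0.01% (detergent screen) or 0.0001% Triton X-100; 5.3 nM AmpC reagent; cpd preinc 15 min RT; nitrocefin (800 uM stock) to start; A480 q20 s × 4 min; Activity was normalised to no-enzyme and no-compound control wells.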
HCMV inh – inhibitors of human cytomegalovirus; HFF cells, HCMV-luciferase reporter, 72 h; active compounds read low; activity change, negative = inhibition, % at 57.5 µM; 410,000 tested, 4.5% active; AID 1259415; in the data active = activity change below about -60%; inconclusive = no clear call, values can overlap the other calls; inactive = above about -39%; also: % is scaled to controls: 0 for no effect and ±100 for the full control effect
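Cell-based, HFFs, 1000 cells/well, 16 h 37C; cpds in DMSO + HCMV-luc, MOI 1 PFU/cell; 72 h 37C; OneGlo luminescence after 5 min RT; norm. to buffer vs Salinomycin 10uM.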
FBPA Giardia inh – Giardia lamblia aldolase inhibition. A8B2U2. purified Giardia FBPA. Potency, µM (titrated, usually from 59.6 µM), inactives show top-dose activity, negative = inhibition, most hits filed as inhibitors. 290,000 tested, 0.71% active; also: potency is read from the fitted curve at half-maximal effect; % is scaled to controls: 0 for no effect and ±100 for the full control effect; nearly all actives have a fitted effect of over 55% in size
Target sequence (A8B2U2 whole entry, looked up): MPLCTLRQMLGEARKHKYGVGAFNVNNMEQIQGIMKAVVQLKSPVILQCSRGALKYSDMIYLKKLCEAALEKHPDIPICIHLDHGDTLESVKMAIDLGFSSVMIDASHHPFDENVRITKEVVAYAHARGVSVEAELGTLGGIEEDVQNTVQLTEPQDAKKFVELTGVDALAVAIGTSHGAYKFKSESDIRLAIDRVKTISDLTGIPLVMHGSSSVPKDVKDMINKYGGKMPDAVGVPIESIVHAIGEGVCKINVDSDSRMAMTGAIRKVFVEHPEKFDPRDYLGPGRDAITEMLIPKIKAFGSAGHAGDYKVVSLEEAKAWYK
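Giardia FBPA (40 nM reagent) was preincubated 10 min at RT with compound (up to 57.5 uM final), then substrate plus GAPDH/TPI/NAD/arsenate coupling system with diaphorase/resazurin was added; resorufin fluorescence (525/598 nm) was read after 20 min.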
Shiga toxin inh – Shiga toxin inhibition; Vero cells, Shiga toxin protein synthesis inhibition reporter; 290,000 tested, 9.2% active; inhibition, % at 38.7 µM; in the data active = inhibition mostly above about 28%, no sharp cut-off; inactive = mostly below about 43%; also: 0% is about no effect
AmpC inh no detg – blocks E. coli AmpC beta-lactamase in detergent-free assay | P00811 | AmpC nitrocefin hydrolysis, absorbance 480 nm, 0.0001% Triton | Potency, µM (series often up to 57.1 µM), without a hit: at the highest dose activity change, negative = inhibition, hits mostly inhibitors | 330,000 tested, 0.52% active;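 also: potency is read from the fitted curve at half-maximal effect; plate controls were no compound for no effect and no enzyme for full effect; nearly all actives have a fitted effect of over 20% in size; some results filed as inactive show a strong effect at the top dose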
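AmpC (5.3 nM in the dispensed reagent) in 20 mM phosphate pH 7.0 with 0.01% (detergent screen) or 0.0001% Triton X-100 was preincubated with compounds for 15 min at room temperature. Nitrocefin was then added from an 800 uM solution, and hydrolysis was followed at 480 nm.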
AMA1-RON2 inh – inhibitors of Plasmodium falciparum AMA1-RON2 interaction. AlphaScreen AMA1-biotinylated RON2 peptide binding. Potency, µM (series often up to 58.2 µM), for inactives: top-dose activity change, negative = inhibition, actives largely listed as inhibitors. 360,000 tested, 0.2% active. AID 720542;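 also: potency is read from the fitted curve at half-maximal effect; 0% = vehicle wells and -100% = peptide control; nearly all actives have a fitted effect of over 45% in size; some results filed as inactive show a strong effect at the top dose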
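AMA1 (3D7) with his tag at 25 nM final met compounds first, then biotinylated RON2 peptide at 25 nM; detection used donor plus acceptor beads, 10 µg/mL apiece, read by AlphaScreen after 30 min at room temperature.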
* marks the source's active call; other numbers are inactive results; ? = inconclusive; · = no result given; [ ] = dose if it differs, or a comment. Unless noted, calls follow the shape of the dose curve; as a rule, active = well fitted curve in the direction sought with a large enough effect; inconclusive = small, poorly fitted or top-dose-only effect, or another doubt; inactive = no such curve, though single readings can be large; an effect the other way counts as inactive or inconclusive.

Compound,CHX counter,AmpC inh detg,HCMV inh,FBPA Giardia inh,Shiga toxin inh,AmpC inh no detg,AMA1-RON2 inh
CC(C)C(NS(=O)(=O)c1ccccc1)C(=O)N1CCN(C(=O)c2ccco2)CC1 (stereo not given),-1.8,-12.2%,52.9,·,-6.8,-11.1%,-5.1%
O=C(Cc1nn[nH]n1)NCCC1=CCCCC1,-1.1,-3.3%,-1.7,-27.1%,-11.6,-5.9%,-2.4%
CC(c1ccco1)N(C(=O)COc1ccc(Cl)cc1)c1ccccn1 (stereo not given),39.1*,1.7%,?,4.5%,134.6*,-7.3%,-10.9%
CCCc1nc2c(nnn2Cc2ccccc2Cl)c(=O)[nH]1,-0.7,-1.4%,-32.8,2.6%,-3.0,-24.6%,-1.8%
CCSc1nnc([C@@H](NC(=O)OC(C)(C)C)C(C)C)o1,1.5,-0.2%,-0.8,0.8%,2.8,-0.4%,2.8%
CN(C)C1=NC[C@H](Cc2ccccc2)N1CC1CCCC1,·,-11.3%,-19.9,·,·,1.2%,23.1%
O=C(NC1CC2CCC(C1)N2Cc1ccco1)c1ccccc1 (stereo not given),-5.0,-1.6%,25.6,9.6%,-6.4,-27.6%,3.4%
CC(=O)CSc1ccc(C(=O)O)cn1,-0.9,?,11.9,10.2%,-4.7,-10.1%,0.0%[2.32 µM]
CCOC(=O)N1CCN(c2ncnc3nc[nH]c23)CC1,-2.0,?,4.2,-5.2%,8.6,44.7µM*,-8.7%
COc1ccc(C(=O)/C=C/c2cn(CN3CCN(C)CC3)c3ccccc23)cc1,43.3*,10.8%,·,-20.2%,49.3*,1.5%,-3.2%
CCn1cc(C(=O)NCCC(=O)NCCO)c(=O)c2cc3c(cc21)OCO3,-3.2,-5.3%,42.6,-5.7%,-8.8,-10.9%,0.5%
COCCNC(=O)C(c1ccc(Cl)cc1)N(CCOC)C(=O)CCC(=O)Nc1nccs1 (stereo not given),-4.9,-7.6%,-3.7,2.7%,-6.9,47.6%,7.2%

Of the compounds above, 2 contain an aryl thioether with sulfur outside any ring.
Compound,CHX counter,AmpC inh detg,HCMV inh,FBPA Giardia inh,Shiga toxin inh,AmpC inh no detg,AMA1-RON2 inh
CCSc1nnc([C@@H](NC(=O)OC(C)(C)C)C(C)C)o1,1.5,-0.2%,-0.8,0.8%,2.8,-0.4%,2.8%
CC(=O)CSc1ccc(C(=O)O)cn1,-0.9,?,11.9,10.2%,-4.7,-10.1%,0.0%[2.32 µM]

Later entries
Compound,CHX counter,AmpC inh detg,HCMV inh,FBPA Giardia inh,Shiga toxin inh,AmpC inh no detg,AMA1-RON2 inh
CCO[C@@H]1OC(C(=O)NCc2ccccc2)=C[C@H](c2ccc3c(c2)OCO3)[C@H]1CCCO,-1.0,9.6%,-8.7,-1.2%,-11.1,65.2%[activator],-8.2%
CSCC[C@@H]1NC(=O)[C@@H](NC(=O)[C@H](CCCNC(=N)N)NC(=O)[C@H](CC(C)C)NC(=O)[C@H](CCSC)NC(=O)[C@H](CC(=O)O)NC(=O)[C@H](Cc2ccccc2)NC(=O)[C@@H](N)CC(=O)O)CSSC[C@@H](C(=O)N[C@@H](Cc2c[nH]c3ccccc23)C(=O)N[C@@H](CCC(N)=O)C(=O)N[C@@H](Cc2ccc(O)cc2)C(=O)O)NC(=O)[C@@H]2CCCN2C(=O)[C@H](CCCNC(=N)N)NC(=O)[C@H](Cc2ccccc2)NC(=O)[C@H](C(C)C)NC(=O)[C@H](CCCNC(=N)N)NC(=O)CNC(=O)[C@H](CC(C)C)NC1=O,-10.5,·,·,1.5%,-4.7,·,·
CSc1cccc(CN2CCN(CCC(C)C)C(CCO)C2)c1 (stereo not given),-1.0,-1.0%,0.2,-0.5%,-5.5,-4.1%,-12.0%
COC(=O)c1ccccc1NC(=S)NC(=O)c1ccc2c(c1)OCO2,10.5,-13.1%,76.0,·,2.9,-24.7%,22.6%
Cc1cc(OC(C)C)nc(NCc2ccccc2)n1,-1.7,2.1%,31.6,4.0%,-12.5,-16.4%,2.4%
Cc1cccc(NC(=O)CS(=O)(=O)c2cn(C)c3ccccc23)c1,-2.6,?,-0.3,-26.6%,-3.2,-7.8%,-0.6%
CCOc1ccc(Oc2ccccc2NC(=O)CCNC(C)=O)cc1,0.6,-6.2%,?,0.8%,-2.5,7.4%,1.1%
CS(=O)(=O)N(CC(=O)N1CCN(Cc2ccccc2)CC1)C1CCCCC1,-0.2,-7.6%,-22.4,3.9%,-6.9,15.8%,-5.1%
CN(C)C(=O)c1ccc2c3c(cccc13)CC2,-2.1,3.7%,-21.0,2.5%,-3.5,-14.6%,-7.9%
CC1=NOC(=O)/C1=C/c1ccc(O)cc1,0.3,0.3%,-11.9,-11.6%,-22.1,-20.3%,5.6%
O=C(COC(=O)c1cc[n+]([O-])cc1)Nc1cccc(F)c1,·,·,0.0,·,·,-35.1%,17.6%
Cc1cc(CNCc2cn(C)nc2-c2ccc(Oc3ccccc3)cc2)on1,16.9*,0.6%,-67.8*,-1.2%,11.6,145.9%[activator],-8.5%

Other entries:
Compound,CHX counter,AmpC inh detg,HCMV inh,FBPA Giardia inh,Shiga toxin inh,AmpC inh no detg,AMA1-RON2 inh
COc1cc(/C=N/n2c(-c3n[nH]c4c3CCC4)n[nH]c2=S)ccc1O,-2.0,?,-2.6,-13.5%,-3.2,-21.4%,103.3%[activator]
CC(C)[C@H](NC(=O)OCc1ccccc1)C(=O)OCC(=O)NC1CCCCC1,-1.4,3.7%,-37.5,-0.3%,1.7,35.3%,0.0%
CC(C)CCNC(=O)c1onc(CSc2ccc(F)cc2)c1C(=O)NCCC(C)C,·,6.9%,-10.8,·,·,-15.4%,18.0%
O=C(COC(=O)Cc1ccc(Cl)cc1Cl)Nc1ccc(OC(F)F)cc1,3.8,0.6%,-19.7,-3.2%,-7.0,-6.1%,6.2%
COc1ccc(C(=O)NCCCc2nc3ccccc3n2Cc2ccccc2C)cc1OC,-4.6,-17.2%,-9.6,3.2%,-9.8,196.5%[activator],-9.6%
NS(=O)(=O)c1ccc(N=Nc2c(O)[nH]c(=S)[nH]c2=O)cc1,-0.8,-9.2%,-12.3,19.1%,4.7,2.7%,-1.9%
COc1ccccc1NC(=O)C1=C(C)Nc2ncnn2C1c1cccs1 (stereo not given),-2.2,1.5%,-4.7,2.8%,-6.6,-5.3%,8.2%
COc1ccc(NC(=O)CN2CCc3ccccc3C2)cc1S(=O)(=O)N1CCOCC1,-1.5,-13.5%,21.7,4.0%,-10.2,34.5%,7.5%
CC1(c2ccc(Cl)cc2Cl)NC(=O)N(CC(=O)N2CCN(C(=O)c3ccco3)CC2)C1=O (stereo not given),·,6.8%,-1.7,·,·,19.8%,5.5%[11.6 µM]
Cn1c(C(=O)NCCCN2CCN(c3cccc(Cl)c3)CC2)cc2c(=O)n(C)c3ccccc3c21,-2.5,-10.5%,-68.6*,-15.5%,-4.8,9.0%,?
Cc1cc(C)c2[nH]c(=O)c(CN(Cc3ccco3)C(=O)c3cccs3)cc2c1,-3.5,-3.0%,·,1.6%,23.3,-16.8%,·
COC(=O)CN(c1ccccc1F)S(=O)(=O)c1ccc(C)cc1,-1.6,-2.9%,-39.8,-0.1%,23.8,1.2%,-8.8%

Next section:
Compound,CHX counter,AmpC inh detg,HCMV inh,FBPA Giardia inh,Shiga toxin inh,AmpC inh no detg,AMA1-RON2 inh
COC(=O)[C@@H]1CC[C@H](C)[C@@H](c2ccc(C)cc2)N1C(=O)c1ccc(/C=N/OC[C@@H](O)[C@H]2O[C@@H]3OC(C)(C)O[C@@H]3[C@H]2O)cc1,-4.7,?,·,-4.4%,-8.2,273.2%[activator],·
COC(=O)c1cc(OC)cc(O)c1C(=O)c1c(O)cc(C)cc1O,-4.8,3.2%,34.7,-13.8%,3.1,-34.6%,-1.9%
CC(C)c1ccc(NC(=O)CN2C(=O)NC3(CCCC3)C2=O)cc1,0.4,-1.4%,6.4,-1.4%,12.4,-1.1%,-13.2%
CCc1ccc(C2C(C#N)=C(N)SC(N)=C2C#N)s1,9.3,?,·,?,47.6,-55.5%,22.5%
COc1ccc(/C(C)=N\O)cc1OC,-2.9,1.0%,47.9,-5.0%,-6.9,-5.6%,1.9%
O=C(OCC(=O)N1CCc2ccccc2C1)c1ccc(F)cc1Cl,·,·,-16.0,·,·,-11.4%,-22.9%
Fc1ccc(N2CCN(c3ncnc4nc[nH]c34)CC2)cc1,8.8,?,12.6,2.3%,23.0,20µM*,0.0%
Fc1ccccc1-c1n[nH]c(=S)n1CC1CCCO1 (stereo not given),-2.3,-4.1%,-32.8,-16.0%,-17.0,-10.1%,4.3%
CC/C(C)=N/Nc1nc2sc3c(c2c(=O)[nH]1)CC(C)(C)OC3,7.6,0.9%,-10.6,2.6%,42.5*,1.12µM*,-4.0%
CC1CN(S(=O)(=O)c2ccc(C(=O)NN3CCN(C)CC3)cc2)CC(C)O1 (stereo not given),0.9,?,-24.8,-10.0%,-17.6,-3.3%,12.5%
CC(NC(=O)Nc1ccc(F)cc1F)c1ccncc1 (stereo not given),-0.8,-1.5%,-14.2,0.6%,-3.9,-11.4%,18.5%
C=CCN(C(=O)c1csnn1)C(C(=O)NC1CCCC1)c1c(F)cccc1Cl (stereo not given),-5.5,-3.7%,10.6,11.7%,6.8,6.2%,-3.6%

Next part:
Compound,CHX counter,AmpC inh detg,HCMV inh,FBPA Giardia inh,Shiga toxin inh,AmpC inh no detg,AMA1-RON2 inh
COCCNC(=S)Nc1cc(S(=O)(=O)N2CCOCC2)ccc1N1CCCCC1,-7.4,2.7%,-14.0,2.81µM*,-4.2,-5.3%,-8.7%
CC(C)C(=O)N(Cc1ccc(F)cc1)Cc1nc2ccccc2c(=O)[nH]1,-2.7,9.4%,?,-6.3%,-25.5,-0.5%,9.7%
Cc1cc(C)n(C(C)CC(=O)Nc2ccc(-c3ccno3)cc2)n1 (stereo not given),21.2,4.2%,0.0,-6.7%,1.7,9.2%,5.7%
Cc1ccnc(NC(=O)Cc2c(F)cccc2Cl)c1,9.1,2.1%,-8.6,6.5%,33.0,-13.8%,?
CN(C)c1ccc(NC(=O)COC(=O)CNC(=O)c2cccs2)cc1,·,-4.8%,37.8,·,·,-12.5%,-15.6%
Cc1ccccc1Nc1nnc(SCc2nc3ccccc3c(=O)[nH]2)s1,-3.3,-3.0%,·,-0.6%,1.5,-15.2%,·
